pPAFAH inh = pPAFAH enzyme inhibitors, primary screen, biochemical, fluorescence polarization, human. hit rate 1.5% among 330,000. recombinant pPAFAH, FP-rhodamine probe fluorescence polarization. Platelet-activating factor acetylhydrolase (Homo sapiens), Q13093. AID 463082, 2010. inhibition, % at 3.39 µM;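 active means inhibition above the mean inhibition across the screen plus 3 SD, cut at about 25% in these data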;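 further: inhibitors block binding of the rhodamine activity-based probe so polarization drops; 0% = enzyme with DMSO and 100% = wells lacking pPAFAH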
Target sequence (Q13093 whole entry, looked up): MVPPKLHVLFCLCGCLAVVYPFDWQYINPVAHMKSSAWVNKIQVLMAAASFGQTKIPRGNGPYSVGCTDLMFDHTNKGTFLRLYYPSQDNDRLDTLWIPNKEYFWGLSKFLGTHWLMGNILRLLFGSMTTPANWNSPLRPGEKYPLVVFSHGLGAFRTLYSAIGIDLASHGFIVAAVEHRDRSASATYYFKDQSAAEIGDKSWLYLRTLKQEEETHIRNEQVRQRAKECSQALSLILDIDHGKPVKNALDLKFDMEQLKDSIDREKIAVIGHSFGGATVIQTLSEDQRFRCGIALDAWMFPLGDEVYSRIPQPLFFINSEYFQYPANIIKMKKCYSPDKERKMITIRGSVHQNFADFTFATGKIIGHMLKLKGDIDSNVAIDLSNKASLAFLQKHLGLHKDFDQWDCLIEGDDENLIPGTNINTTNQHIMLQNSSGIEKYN
GLD-1 TGE inh = GLD-1/TGE RNA complex disruptors, primary screen, biochemical, fluorescence polarization | Female germline-specific tumor suppressor gld-1 (Caenorhabditis elegans), Q17339 | purified GLD-1 + fluorescein TGE RNA | inhibition, % at 5.96 µM | hit rate 0.44% among 320,000 | AID 2280, 2010;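 active means percent inhibition above a per-plate cutoff, the plate mean of test compounds plus 3 SD, cut at about 30% in these data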;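 further: 0% = DMSO wells with GLD-1 and probe and 100% = wells lacking GLD-1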
PAFAH1B2 FP inh = PAFAH1B2 enzyme inhibitors, primary screen, biochemical, fluorescence polarization, human; Platelet-activating factor acetylhydrolase IB subunit alpha2 (Homo sapiens), P68402; recombinant PAFAH1B2, FP-rhodamine activity probe; inhibition, % at 3.39 µM; hit rate 1.2% among 340,000; AID 492953, 2010;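 active means inhibition above the mean of all tested compounds plus 3 SD, cut at about 24% in these data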;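 further: 0% = enzyme with DMSO and 100% = wells lacking PAFAH1B2; many of its hits are not listed in these tables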
Fam108B inh = mouse Fam108B serine hydrolase inhibitors, primary screen, counter-screen for RBBP9 inhibitor project, biochemical, fluorescence polarization; recombinant Fam108B, FP-Rh probe fluorescence polarization; inhibition, % at 9.51 µM; hit rate 0.33% among 300,000; AID 1947, 2009;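 active means inhibition above the screen mean inhibition plus 3 SD, computed separately per campaign, cut at about 18% in these data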;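 further: inhibitors lower polarization as less probe binds the enzyme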
MCL1-BIM inh = inhibitors of MCL1 binding to BIM-BH3, primary screen, biochemical, fluorescence polarization | AID 2057, 2009 | hit rate 0.68% among 320,000 | GST-MCL1 / FITC-Bim-BH3 fluorescence polarization | inhibition, % at 10.9 µM;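 active means inhibition above the mean inhibition of all tested compounds plus 3 SD, set per campaign, cut at about 40% in these data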;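 further: 0% = DMSO wells and 100% = unlabeled Bim-BH3 peptide control; higher means more loss of mP so more displacement of Bim peptide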
Bcl-xL primary = inhibitors of human Bcl-xL, primary screen, biochemical, fluorescence polarization, HTS. Bcl-2-like protein 1 (Homo sapiens), Q07817. GST-Bcl-xL / FITC-Bim BH3 peptide fluorescence polarization. inhibition, % at 10.9 µM. hit rate 0.7% among 320,000. AID 2129, 2009;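 active means inhibition above the mean of all tested compounds plus 3 SD, cutoff set per campaign, cut at about 30% in these data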;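 further: 0% = DMSO wells and 100% = unlabeled Bim-BH3 peptide competitor; inhibitors lower millipolarization by displacing the labeled peptide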
AHR activator = AHR activators, primary screen, cell-based, luminescence, luciferase reporter, human | Aryl hydrocarbon receptor (Homo sapiens), P35869 | AHR-responsive luciferase reporter cells | activation, % at 5 µM | hit rate 2.5% among 320,000 | AID 2796, 2010; in the data active means activation above about 47%;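 further: 0% = vehicle wells and 100% = reference agonist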
PME-1 primary = PME-1 inhibitors via competitive probe labeling, primary screen, biochemical, fluorescence polarization, FP-Rh probe, HTS; Protein phosphatase methylesterase 1 (Homo sapiens), Q9Y570; recombinant PME-1; inhibition, % at 5.9 µM; hit rate 0.53% among 320,000; AID 2130, 2009;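 active means inhibition above the campaign mean of all compounds plus 3 SD, cut at about 26% in these data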;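 further: competitive labeling of PME-1 active site by serine hydrolase directed probe; 0% = PME-1 with DMSO and 100% = wells lacking PME-1 enzyme; inhibitors block probe labeling so polarization falls and inhibition rises; many of its hits are not listed in these tables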
MEX-5 binding = MEX-5 zinc finger RNA-binding disruptors – biochemical, C. elegans, fluorescence polarization, MLPCN library, primary screen | Zinc finger protein mex-5 (Caenorhabditis elegans), Q9XUB2 | MEX-5/FITC-TCR2 RNA binding; hits give low values | activity score (negative = inhibition of binding), % at 10 µM | hit rate 0.38% among 300,000 | AID 1832, 2009;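 active means inhibition past about -25% in most replicates, and total fluorescence under double the plate's negative control median, limit read from the data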;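 further: 0% = DMSO and -100% = 5 µM competing unlabeled TCR2 RNA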
Target sequence (Q9XUB2 whole entry, looked up): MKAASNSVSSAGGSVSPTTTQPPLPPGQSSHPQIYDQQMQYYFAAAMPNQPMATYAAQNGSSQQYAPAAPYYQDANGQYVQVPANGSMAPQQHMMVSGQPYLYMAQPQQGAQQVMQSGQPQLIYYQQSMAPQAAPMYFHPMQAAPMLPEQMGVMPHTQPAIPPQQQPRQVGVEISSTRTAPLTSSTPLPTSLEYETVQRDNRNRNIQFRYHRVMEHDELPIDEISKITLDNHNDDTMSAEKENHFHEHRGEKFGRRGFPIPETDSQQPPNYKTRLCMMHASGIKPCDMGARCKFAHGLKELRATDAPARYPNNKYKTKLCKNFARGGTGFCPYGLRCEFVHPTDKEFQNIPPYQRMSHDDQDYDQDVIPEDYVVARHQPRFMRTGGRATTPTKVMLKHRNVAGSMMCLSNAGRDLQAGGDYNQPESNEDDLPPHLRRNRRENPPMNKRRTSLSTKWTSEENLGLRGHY
Numbers without * were called inactive; / = not tested or not shown; & = joins results of further samples.

mol	pPAFAH inh	GLD-1 TGE inh	PAFAH1B2 FP inh	Fam108B inh	MCL1-BIM inh	Bcl-xL primary	AHR activator	PME-1 primary	MEX-5 binding
COc1ccccc1CC(NC(C)=O)C(=O)NC1CCN(c2nnnn2-c2ccccc2)CC1 (stereo not given)	5	5	-2	1	4	3	-1	2	0.8
COc1ccc(NC(=O)CN(C)C(=O)CNC(=O)c2ccc(C)s2)cc1	2	1	3	-4	-3	3	1	-2	0.6
Cc1ccc(C(=O)COC(=O)CCC(=O)Nc2ccccc2Cl)cc1[N+](=O)[O-]	0	-2	-1	-1	1	0	5	1	3.3
Cc1nn(C(=O)c2cccs2)c(N)c1-c1ccccc1	7	4	-2	0	2	4	-1	6	0.4
CC(C)NC(=O)c1ccc(N2CCOCC2)nc1	0	0	0	1	1	5	3	2	1.6
COc1ccc(-c2nc3ccc(C)cc3c(=O)o2)cc1OC	4	3	-5	0	6	4	1	-2	0.1
CC1=CC(=C(C#N)C#N)C=C(C)N1CCC(C)C	0	-1	4	-4	1	5	1	5	1.2
COc1ccccc1-c1cc(C(=O)NCc2cccs2)no1	1	6	3	-2	-1	-2	6	3	-0.7
COc1ccccc1S(=O)(=O)Cc1ccc(C(=O)NCCN2CCCC2)o1	4	-1	3	2	4	4	2	7	3.2
C[C@H](CO)N1C[C@H](C)[C@@H](CN(C)C(=O)Nc2ccc3c(c2)OCO3)Oc2c(NC(=O)Cc3ccccc3)cccc2C1=O	-10	3	5	/	/	/	4	/	/
COC(=O)c1ccc(S(=O)(=O)N2CCCCC2)o1	3	-1	13	-2	-1	2	0	0	-3.8
Cc1nn(Cc2c(F)cccc2Cl)c(=O)c2ccccc12	0	-5	0	9	8	6	5	3	2.4
COc1ccc(-c2nc(-c3ccccn3)ncc2S(C)(=O)=O)cc1	-1	4	-2	-1	9	3	-3	-1	-2.5
COc1ccccc1NS(=O)(=O)c1cccc(NC(=O)c2ccc3ccccc3n2)c1	-5	2	-11	-23	-1	3	41	-32	1.2
COc1ccc(/C=C2\CCC(C3CCCC3)C2=O)cc1Cn1cccn1 (stereo not given)	22	3	4	-8	2	1	6	-6	/
CC(C)c1ccc(NC(=O)CSc2nnc(-c3ccccn3)n2C)cc1	6	7	6	9	-7	2	1	-10	0.1
N#CC(=C1Nc2ccccc2N1)S(=O)(=O)c1ccccc1	-1	-2	5	-4	-2	-4	7	-5	1.0
O=c1cc(C(F)(F)F)nc(-c2ccccc2)[nH]1	3	5	0	-1	2	1	0	6	1.2
CN1CCN(C(=O)C2(NC(=O)Nc3ccccc3Cl)CCCCC2)CC1	-2	-2	2	-2	2	-1	1	-11	0.3
CC1(C)N=C(C(=O)c2ccccc2)N(O)C1(C)O (stereo not given)	0	-3	-4	1	2	3	-2	2	-1.8
CC(C)COc1ccc(S(=O)(=O)n2cc(F)c(=O)[nH]c2=O)cc1	0	-4	-3	0	5	5	2	1	0.6
CN(C)/C=C1\C=C2C(=O)c3ccccc3N2C1=O	2	91*	28*	15	116*	109*	0	14	/
CCOC(=O)c1ccc(NC(=O)CCc2ccc(CC)o2)cc1	5	8	2	-3	4	3	-5	-6	0.9
O=C(CSC(=S)N1CCOCC1)c1cc(Br)cc(Br)c1O	8	-6	-6	-10	11	29	7	-35	-3.0
Cc1ccc(CN(c2ccc(C(=O)N3CCOCC3)cc2)S(C)(=O)=O)cc1	1	-9	-3	-1	6	5	5	-5	-0.8
CC(C)[C@H](NC(=O)[C@H](CC(=O)O)NC(=O)[C@H](CCCCN)NC(=O)[C@@H](N)CCCN=C(N)N)C(=O)N[C@@H](Cc1ccc(O)cc1)C(=O)O	-2	-1	/	2	-3	2	-3	1	1.5
Cc1ccc(C)c(NC(=O)[C@@H]2CCCN2S(=O)(=O)c2ccccc2F)c1	-2	-1	3	/	0	0	4	1	/
Cc1cc(=O)oc2cc(OCC(=O)OCC(=O)N(CCC#N)c3ccccc3)ccc12	3	0	6	-1	-4	-5	-2	0	2.9
CC(=O)c1nc2ccccc2n1CCc1ccccc1	-2	2	6	-2	-1	0	55*	-2	0.1
O=S(=O)(c1ccc(-c2ccon2)s1)N1CCN(c2ccncc2)CC1	7	-4	/	0	0	-4	-1	5	-4.8
Cc1[nH]n(-c2ccccc2)c(=O)c1CCOC(=O)c1ccc(C(F)(F)F)cc1	8	5	18	-4	9	9	3	-2	0.4
CC1(C)C2CCC(C2)C1(C)NC(=O)CN1CCOCC1 (stereo not given)	2	-4	10	0	6	6	-1	3	/
CCOC(=O)c1ccc(-n2c(CN3CCOCC3)nc3ccc([N+](=O)[O-])cc3c2=O)cc1	3	4	7	5	-2	8	4	2	-1.4
Oc1ccc2ccccc2c1CN1CCOCC1	4	-4	9	-4	5	6	10	0	-1.4
Cc1ccc(-n2ncc3c2CC(C)(C)CC3NC(=O)CCN2CCCO2)cc1 (stereo not given)	9	-2	5	1	2	-1	-3	-2	0.4
CCC1CC2CC(NC(C)=O)C1C2 (stereo not given)	1	0	5	-7	1	4	-2	-6	1.2
Cc1nn(Cc2ccc(F)cc2)c(C)c1NC(=O)CCCn1nc([N+](=O)[O-])cc1C	-3	4	1	-2	6	4	0	0	-2.2
CSCCC(NC(=O)c1ccccc1Cl)C(=O)Nc1ccc(C)c(S(=O)(=O)N2CCOCC2)c1 (stereo not given)	-1	-1	-1	2	0	4	3	-1	-2.2
COC(=O)CN1C(=S)N(c2ccc(OC)cc2)C(=O)/C1=C/c1ccc(N2CCOCC2)cc1	2	-47	4	-2	-163	-84	2	-3	-6.6
COc1ccc(CCNC(=O)C2CCN(S(=O)(=O)c3cccc4nsnc34)CC2)cc1OC	3	7	3	1	2	4	3	1	0.1
NS(=O)(=O)c1ccc(CNC(=O)c2cccc(Oc3ccccc3)c2)cc1	4	-6	5	-2	3	4	4	-1	-0.4
CC(C)CNC(=O)NC(=O)COC(=O)Cn1cnc2ccccc2c1=O	-2	-2	0	1	10	5	2	1	0.4
CN1CCN(CCCN2c3ccccc3Sc3ccc(C(F)(F)F)cc32)CC1	37*	2	3&2&3	-2	14	4	-1	3	2.7
O=C1CCCC2=C1C(c1ccc(O)c(Br)c1)C1=C(CCCC1=O)N2c1ccccc1	2	8	1	7	5	7	2	-2	-1.3
CC(N=C1NS(=O)(=O)c2ccccc21)c1ccccc1 (stereo not given)	3	5	3	0	2	3	3	7	3.2
Cc1cc(N)n(-c2ccc(S(N)(=O)=O)cc2[N+](=O)[O-])n1	-3	-5	1	-4	-15	-3	5	2	-2.8
O=C(CSc1nc2ccccc2c(=O)n1-c1ccccc1F)NC1CC1	2	3	8	/	/	/	-1	/	/
CCC1(C)NC(=O)N(CC(=O)N2N=C(c3ccccc3)CC2c2ccc(OC)cc2)C1=O (stereo not given)	9	-7	2	-1	2	5	-4	-6	2.2
O=C(NNC(=O)c1c(O)c2ccccc2[nH]c1=O)c1ccccc1	1	3	2	0	8	0	5	-2	2.5
COc1ccc(C(=O)N2CCN(c3ccccc3)CC2)cc1S(=O)(=O)N1CCOCC1	-2	0	4	0	4	5	1	-4	-0.1
CC(C)N(C(=O)Cn1c(-c2ccccc2Cl)nc2ccccc21)c1ccccc1	26*	4	14	1	4	4	2	2	1.2
Cc1c(NC(=O)OC(C)C)sc(=S)n1C	-1	8	-2	3	15	5	0	-2	-1.1
O=c1[nH]n(-c2ccccc2Cl)c(=O)c2ccccc12	3	-3	2	3	3	-1	2	6	0.3
COCCC(=O)N1CCC(Oc2ccc(C(=O)NCCC3=CCCCC3)cc2)CC1	0	3	1	-1	3	7	-3	-3	2.0
CCSC1=N/C(=C\c2ccc(-c3ccccc3[N+](=O)[O-])o2)C(=O)S1	18	48*	5	2	90*	74*	24	8	-7.0
COc1ccc(OCc2cc(C(=O)N3CCN(CC4CC4)CC3)no2)c(Cl)c1	-2	1	4	1	3	6	6	-2	-0.3
COc1cc(/C=N/N=C2/NC(=O)C(Cc3ccccc3)S2)ccc1O (stereo not given)	9	-4	10	3	2	3	14	2	-2.5
C=CCn1c(SC(CCO)C(=O)NCc2ccco2)nc2sc3c(c2c1=O)CCC3 (stereo not given)	1	2	3	-2	2	7	-5	-5	0.7
CC(=O)Cn1ncc(N2CCCCC2)c(Cl)c1=O	-2	0	2	-2	14	10	-3	-2	-1.2
Cn1nc(C(C)(C)C)c(NC(=O)c2ccc(F)cc2)c1C(C)(C)C	1	-2	-2	-4	0	2	-1	0	2.2

Continued.
mol	pPAFAH inh	GLD-1 TGE inh	PAFAH1B2 FP inh	Fam108B inh	MCL1-BIM inh	Bcl-xL primary	AHR activator	PME-1 primary	MEX-5 binding
CCC(C)c1ccc(NC(=S)NCc2ccccn2)cc1 (stereo not given)	-3	-3	6	-1	4	8	41	2	-0.5
CC1CN(C(=O)c2cc3c(=O)n4ccccc4nc3n2C)CC(C)O1 (stereo not given)	-5	3	4	-5	0	1	2	3	0.0
CC(Oc1ccc(Cl)cc1)C(=O)N(C)CC(=O)Nc1ccc(N2CCOCC2)cc1 (stereo not given)	2	1	2	-1	-1	2	1	0	-2.6
Cc1ccc([N+](=O)[O-])cc1S(=O)(=O)Nc1cccc(S(=O)(=O)Nc2ccccc2C(=O)O)c1	4	1	12	/	/	/	0	/	/
CC(C)Oc1ccc(C(=O)NNC(=O)c2ccccc2C(=O)O)cc1	4	4	2	-3	4	0	10	1	1.3
Cc1ccc(NC(=O)CC(NC(=O)c2ccccc2Cl)c2ccccc2)nc1 (stereo not given)	-3	-3	-3	/	-6	4	4	-5	/
COc1ccc(NC(=O)NC2CCCCCCC2)cc1OC	3	8	9	-6	1	2	16	2	-3.2
Cc1ccc(OCn2c(=O)sc3ccccc32)cc1	2	7	3	6	6	1	46	2	-0.1
Cc1ccc(CNC(=O)c2ccc(CS(=O)Cc3cccc(Cl)c3)o2)cc1 (stereo not given)	-3	-2	9	-3	-10	-12	7	-3	-9.2
CCOc1cccc2sc(=NC(=O)CCS(=O)(=O)c3ccc(F)cc3)n(C)c12	-9	-2	4	-8	4	3	10	-8	3.3
CCCn1c(SCC(=O)NCCc2ccc(Cl)cc2Cl)n[nH]c1=O	-2	4	14	7	-5	0	0	-1	0.9
Cc1ccc(O)c(C(=O)/C=C/c2ccc3c(c2)OCCCO3)c1	6	7	-5	-13	9	2	-10	-4	-1.7
CCCCCc1c(O)c2ccccc2[nH]c1=O	-2	-4	5	-8	-24	-10	6	3	-1.4
Cc1ccc(N2NC(C)(c3cccs3)NC2=S)cc1 (stereo not given)	8	2	4	1	9	9	52*	13	/
CCN(CC(=O)Nc1ccccc1C(F)(F)F)C(=O)CN1C(=O)NC2(CCCC2)C1=O	-2	5	-3	-2	-16	-6	2	5	0.3

A portion of the library; rates above refer to the full screens.
